Assay outcomes as filed in PubChem.
ROMK mod – modulates human ROMK potassium channel activity. B-score at 10 µM. P48048. Tet-inducible ROMK, thallium flux fluorescence; actives lie on both sides. 130,000 tested, 2% active. AID 1918;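 active means signal ratio slope over the read window, or its plate-corrected B-score, at least 3 SD from the plate mean, either direction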;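 further: B-score of the F/F0 ratio slope over 7 to 12 s after thallium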
STAT1 inh – STAT1 signaling inhibition; AID 920; inhibition, % at 5.5 µM; NIH 3T3 STAT1-luciferase reporter, IFN-gamma, luminescence; 200,000 tested, 0.35% active;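 active means inhibition above a set limit, the mean inhibition across all tested compounds plus 3 SD, cut at about 34% in these data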;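 further: 0% = IFN-gamma with DMSO and 100% = IFN-gamma with 300 µM nifuroxazide; values of inactives mirror those of a sister screen read the other way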
STAT3 inh – STAT3 signaling inhibition | U3A cells, IL-6 STAT3-luciferase reporter, luminescence; host cell line lacks STAT1 | 190,000 tested, 0.89% active | inhibition, % at 5.5 µM;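 active means inhibition above the mean inhibition across all screened compounds plus 3 SD, cut at about 44% in these data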;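 further: 0% = DMSO only wells and 100% = 100 µM nifuroxazide control wells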
TR-FRET SRC-2 ct – TR-FRET artefact, counter-screen to PPARgamma/SRC-2 agonist assay | active compounds read high | TR-FRET ratio at 8 µM | 200,000 tested, 0.4% active | AID 1049; in the data active means TR-FRET ratio above about 2000; further: inactives centre near 1500
PPARg SRC-2 ag – promotes SRC-2 coactivator recruitment by human PPARgamma; PPARgamma LBD-SRC-2 recruitment, biochemical; 200,000 tested, 0.34% active; activation, % at 8 µM; in the data active means activation above about 22%;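 further: 0% = vehicle and 100% = reference agonist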
Target sequence (P37231 whole entry, looked up, the tested form may be a part): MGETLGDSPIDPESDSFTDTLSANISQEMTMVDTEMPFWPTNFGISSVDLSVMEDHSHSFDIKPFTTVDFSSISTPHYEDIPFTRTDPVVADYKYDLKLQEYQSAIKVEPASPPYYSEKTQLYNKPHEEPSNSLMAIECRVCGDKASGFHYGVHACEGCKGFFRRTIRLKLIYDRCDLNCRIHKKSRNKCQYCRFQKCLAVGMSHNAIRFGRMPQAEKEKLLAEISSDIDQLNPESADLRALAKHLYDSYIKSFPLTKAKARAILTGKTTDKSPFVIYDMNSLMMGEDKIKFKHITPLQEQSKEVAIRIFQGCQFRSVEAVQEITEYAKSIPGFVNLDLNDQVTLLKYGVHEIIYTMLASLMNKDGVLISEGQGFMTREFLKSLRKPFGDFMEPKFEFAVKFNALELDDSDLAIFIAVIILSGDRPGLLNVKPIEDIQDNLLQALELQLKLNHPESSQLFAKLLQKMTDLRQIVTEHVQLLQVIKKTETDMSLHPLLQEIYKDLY
PPARg SRC-1 ag – PPARgamma-driven SRC-1 recruitment agonism | PPARgamma-SRC-1 coactivator recruitment biochemical assay | P37231 | activation, % at 8 µM | 200,000 tested, 0.41% active; in the data active means activation above about 19%;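 further: 0% = DMSO and 100% = reference agonist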
bIAP activator – intestinal alkaline phosphatase (bovine) activation | purified bovine IAP, CDP-star luminescence, 30 min; active compounds read high; fold of DMSO-control signal, blank-subtracted | activation factor at 20 µM | 200,000 tested, 0.17% active;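 active means activation factor of 2 or more at 20 µM, a signal rise over negative controls twice the positive control's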
PPARg SRC3 recr – agonists of human PPARgamma SRC-3 coactivator recruitment | biochemical PPARgamma/SRC-3 coactivator recruitment assay | activation, % at 8 µM | 200,000 tested, 0.26% active; in the data active means activation above about 23%;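 further: 0% = DMSO and 100% = reference agonist; some compounds past the cut are filed as inactive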
bIAP inh – blocks bovine intestinal alkaline phosphatase activity; purified bovine IAP, CDP-star luminescence, 30 min; inhibition, % at 20 µM; 190,000 tested, under 10 active; AID 1019;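 active means over 50% inhibition of intestinal alkaline phosphatase at 20 µM in the single-dose screen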
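Incubation: 30 min reaction at room temperature / Material: purified bovine intestinal alkaline phosphatase (IAP) enzyme / Input: enzyme at 1/65,000,000 dilution / Dosing: 20 µM single dose / Signal: CDP-star luminescence signal / Reagent: CDP-star chemiluminescent phosphatase substrate, 30 µM final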
STAT3 activator – activators of IL-6 induced STAT3 signaling. U3A cells, IL-6 STAT3-luciferase reporter, luminescence; 100% = signal with IL-6 EC80 alone. activation (% of control), % at 5.6 µM. 190,000 tested, 0.91% active. AID 871;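 active means activation above the screen-wide mean of compound activation plus 3 SD, cut at about 130% in these data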;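 further: 0% = background luminescence of wells with medium and substrate only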
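Material: STAT3-luciferase reporter U3A cells; Probe or stimulus: IL-6 (33 ng/mL); Incubation: compound pre-incubation 1 h before IL-6, then 6 h stimulation at 37 °C; Technique: luminescence from STAT3-driven luciferase reporter; Evaluation: % activation versus median of IL-6-stimulated wells; Controls: IL-6-only high control.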
TNAP act hiacc – activators of human TNAP at high phosphate acceptor concentration; activation factor at 20 µM; AID 1136; 200,000 tested, under 10 active; purified TNAP, CDP-star luminescence, 1 M DEA, 30 min; active compounds read high; 0 = EDTA background, 1 = DMSO-only activity;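 active means activation factor at least 2 at 20 µM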
Target sequence (P05186 whole entry, looked up): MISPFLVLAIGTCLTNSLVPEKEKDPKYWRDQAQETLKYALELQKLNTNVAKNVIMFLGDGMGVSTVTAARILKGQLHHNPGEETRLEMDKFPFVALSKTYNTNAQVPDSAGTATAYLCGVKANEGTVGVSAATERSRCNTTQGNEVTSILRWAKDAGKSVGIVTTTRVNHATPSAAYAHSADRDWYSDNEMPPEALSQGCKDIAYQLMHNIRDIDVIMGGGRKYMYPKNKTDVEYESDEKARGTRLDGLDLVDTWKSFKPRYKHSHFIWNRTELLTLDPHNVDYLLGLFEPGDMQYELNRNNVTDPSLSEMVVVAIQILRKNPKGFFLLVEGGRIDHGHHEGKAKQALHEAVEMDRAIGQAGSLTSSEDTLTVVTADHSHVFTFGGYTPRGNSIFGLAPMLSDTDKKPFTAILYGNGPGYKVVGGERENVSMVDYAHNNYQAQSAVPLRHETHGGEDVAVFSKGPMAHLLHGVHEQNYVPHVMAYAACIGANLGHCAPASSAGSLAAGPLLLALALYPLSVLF
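Dosing: 20 µM single point. System: human TNAP. Amount: TNAP 1/800 final. Incubation: 30 min, room temperature. Read-out: TNAP activation factor scaled between EDTA and DMSO control wells. Signal: luminescence from CDP-star hydrolysis. Medium: 1 M DEA, pH 9.8, Mg2+, Zn2+. Control set: EDTA negative control, DMSO positive control.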
Numbers without * were called inactive; · = not tested or not shown.

SMILES	ROMK mod	STAT1 inh	STAT3 inh	TR-FRET SRC-2 ct	PPARg SRC-2 ag	PPARg SRC-1 ag	bIAP activator	PPARg SRC3 recr	bIAP inh	STAT3 activator	TNAP act hiacc
O=C(Nc1ccccc1)c1nsnc1C(=O)Nc1ccccc1	-1.1	-16	20	1402	4	-6	1	0	4	86	1
CS(=O)(=O)Nc1ccc(C(=O)N2CCN(c3ccccc3)CC2)cc1	·	5	-2	1442	-3	4	1	1	0	105	1
COc1ccc(CCNC(=O)CN(c2ccc(OC)cc2)S(C)(=O)=O)cc1	-0.14	8	8	1624	10	3	1.1	6	-9	94	1.1
CCCCN(CC)CCCNC(=O)C1c2ccccc2C(=O)N(C)C1c1cn(C)c2ccccc12 (stereo unspecified)	-1.3	8	6	1603	5	2	1.4	0	-39	101	1.1
Cn1c(=O)c2c(nc(SCC(=O)c3ccc(F)cc3)n2C)n(C)c1=O	-0.36	-4	5	1638	8	-2	1	1	3	101	1
C#CCN1C(=O)C(O)(CC(=O)c2ccc(OC)c(OC)c2)c2ccccc21 (stereo unspecified)	0.026	15	9	1420	-4	-8	0.9	-13	9	95	1
Cc1ccc(/C=N/NC(=O)CC2N=C(Cc3ccccc3)NNC2=O)cc1 (stereo unspecified)	0.37	-8	4	1480	-6	-4	·	-6	·	98	·
NS(=O)(=O)c1ccc(NC(=O)COC(=O)COc2ccc(Cl)cc2)cc1	0.66	-11	2	1433	-2	4	0.9	-4	8	102	1
NCC12CC3CC(C1)CC(CN)(C3)C2	-0.073	0	-5	1377	-2	1	1.1	-2	-6	111	1
CCCOc1ccc(C(=O)N2CCCC2C(=O)O)cc1 (stereo unspecified)	0.33	-16	4	1538	-1	2	0.7	-10	27	100	1.1
Cc1cc(OCC(=O)NC(C)C)ccc1Cl	·	-11	-2	1519	-9	-4	1	-6	2	106	1.1
Cc1nc(CNS(=O)(=O)c2ccc(Oc3ccccc3)cc2)cs1	·	13	54*	1566	3	0	0.6	17	43	57	1
COc1cc(C)ccc1OCCOCCOc1ccccc1Br	-1	2	2	1720	5	0	1	-2	-2	105	1
CCOC(=O)C(C)Sc1ncnc2c1c(-c1ccccc1)cn2-c1ccc(OC)cc1 (stereo unspecified)	·	-3	-18	1684	6	6	0.9	0	12	113	1
Cc1ccc(S(=O)(=O)NC2c3cccc4cccc(c34)C2Sc2nc(C)cc(C)n2)cc1 (stereo unspecified)	-0.94	0	-17	1553	1	0	1	0	0	111	1
Cc1cc(C)cc(NC(=O)/C=C/c2ccc([N+](=O)[O-])s2)c1	0.4	13	-8	1618	13	8	0.9	7	7	106	1
OCCC1CN(CCCn2cccn2)CCN1Cc1ccccc1 (stereo unspecified)	1	-5	-1	1429	7	5	1	1	5	105	1
CN1CCN(c2nnc(-c3cccs3)c3ccccc23)CC1	-0.013	-4	2	1845	4	0	1.3	2	-25	104	1
COc1ccc(N(CC(=O)N2c3ccccc3CC2C)S(=O)(=O)c2c(C)nn(C)c2C)cc1 (stereo unspecified)	·	7	-4	1690	1	0	1	-1	-3	107	1.1
O=C(c1ccco1)N1CCN(S(=O)(=O)c2cccc([N+](=O)[O-])c2)CC1	0.4	0	3	1472	3	-5	0.8	-1	16	103	1

Copied from the list:
Entry for `NCC12CC3CC(C1)CC(CN)(C3)C2` in PPARg SRC3 recr: -2
Entry for `C#CCN1C(=O)C(O)(CC(=O)c2ccc(OC)c(OC)c2)c2ccccc21` (stereo unspecified) in PPARg SRC3 recr: -13
Entry for `CN1CCN(c2nnc(-c3cccs3)c3ccccc23)CC1` in bIAP activator: 1.3
Entry for `COc1cc(C)ccc1OCCOCCOc1ccccc1Br` in bIAP inh: -2
Entry for `CCCCN(CC)CCCNC(=O)C1c2ccccc2C(=O)N(C)C1c1cn(C)c2ccccc12` (stereo unspecified) in TNAP act hiacc: 1.1

Two entries from above, set out differently:
| mol | ROMK mod | STAT1 inh | STAT3 inh | TR-FRET SRC-2 ct | PPARg SRC-2 ag | PPARg SRC-1 ag | bIAP activator | PPARg SRC3 recr | bIAP inh | STAT3 activator | TNAP act hiacc |
| --- | --- | --- | --- | --- | --- | --- | --- | --- | --- | --- | --- |
| CCCOc1ccc(C(=O)N2CCCC2C(=O)O)cc1 (stereo unspecified) | 0.33 | -16 | 4 | 1538 | -1 | 2 | 0.7 | -10 | 27 | 100 | 1.1 |
| CS(=O)(=O)Nc1ccc(C(=O)N2CCN(c3ccccc3)CC2)cc1 | · | 5 | -2 | 1442 | -3 | 4 | 1 | 1 | 0 | 105 | 1 |

The results go on.
SMILES	ROMK mod	STAT1 inh	STAT3 inh	TR-FRET SRC-2 ct	PPARg SRC-2 ag	PPARg SRC-1 ag	bIAP activator	PPARg SRC3 recr	bIAP inh	STAT3 activator	TNAP act hiacc
O=C(NCC1CCCO1)C1CC(=O)N(C2CCCCCC2)C1 (stereo unspecified)	·	3	15	1454	3	4	1	4	2	93	1
Cc1cc(C(=O)CSc2nnc(Cc3ccccc3)o2)c(C)n1Cc1ccc2c(c1)OCO2	-2.2	-5	-2	1558	5	6	0.9	-12	9	101	0.9
CCOC(=O)c1c(CN2CCC(C)CC2)oc2ccc(OC)cc12	0.5	3	-1	1422	2	-1	1.1	0	-12	104	1.1
COc1ccc(-n2c3nc4ccccc4nc3c3c(=N)oc(C)nc32)cc1	·	2	6	1592	9	5	1.1	7	-5	97	1
Cc1occc1C(=O)NNC1=CC(=O)CC(C)(C)C1	-0.085	-5	-4	1649	3	0	1.9	6	-87	102	1
CC1=C(C(=O)OCc2ccccc2)C(c2ccccc2OC(F)F)NC(=O)N1 (stereo unspecified)	-1.2	2	8	1576	1	5	0.9	-3	12	99	1.1
C[N+]1(CCn2ccc3ccccc32)CCCCC1	-0.23	-4	3	1574	-2	3	1	3	-3	100	1
CCOC(=O)c1ccc(N2C(=O)C(O)=C(C(C)=O)C2c2ccccn2)cc1 (stereo unspecified)	·	-7	11	1488	2	-4	1	-5	5	96	1.1
CCOc1ccc(N2C(=O)C3C(c4ccccc4F)NN(C(=O)c4ccc(C)cc4)C3C2=O)cc1 (stereo unspecified)	0.51	2	-4	1345	5	4	1	5	-5	104	1
c1ccc(-c2ccccc2-c2nc(-c3ccncc3)no2)cc1	·	-2	-27	1441	4	5	1.1	5	-6	124	1
Cc1cc(C(=O)NCCCC(=O)O)c(C)o1	0.1	16	7	1443	5	3	1	1	2	94	1
CCN1C(=O)[C@H]2[C@H]3[C@H](O)[C@H](O)C/C(=N\O[C@H](C)c4cn([C@H](CO)Cc5ccccc5)nn4)[C@@H]3CC[C@H]2C1=O	0.13	4	2	1373	-4	1	1	4	3	96	1
CC1(c2ccc(OC(F)F)cc2)NC(=O)N(CC(=O)Nc2ccc(S(N)(=O)=O)cc2)C1=O (stereo unspecified)	0.77	7	0	1416	-1	-4	1.1	-4	-6	102	1
CC(=O)Nc1cccc(OCC(=O)NC(C)C(C)C)c1 (stereo unspecified)	-0.57	-2	2	1795	10	3	0.9	-1	14	99	1
Cc1ccc(C)c(C(=O)NCCN(C)C)c1	·	-1	-2	1668	7	-1	0.8	7	17	101	1
CC1=CC(C)C2(CO)COC(c3ccc(O)cc3)C1C2C (stereo unspecified)	-0.37	6	4	1388	-18	-8	1	-2	3	105	1
Cc1cc(C)nc(SCC(=O)OCC(=O)Nc2nc3ccccc3s2)n1	·	10	-36	1691	6	6	0.9	7	10	128	1
Nc1ccc(Cl)c(NC(=O)c2cccs2)c1	·	-9	21	1560	2	4	1	15	4	86	1
Fc1ccccc1CSc1ncnc2sc3c(c12)CCCC3	-0.76	-5	-9	1597	0	-6	0.8	1	20	108	1
COc1ccc(N2CC(NC(=O)N3CCN(c4ccccc4)CC3)CC2=O)cc1 (stereo unspecified)	-0.063	-8	1	1466	2	0	1.2	3	-20	106	1
Cc1cc2nnc(SC3CCCCN(C(=O)c4ccc(F)cc4)C3=O)n2c2ccccc12 (stereo unspecified)	-0.48	-2	5	1660	12	4	1	13	3	96	1
CS(=O)(=O)N(CC(=O)NCC1CCCO1)c1cc(Cl)c(Cl)cc1Cl (stereo unspecified)	-0.13	-10	-5	1515	5	0	1.1	2	-7	108	1
Cc1cc(O)ccc1N/C=C(\C#N)c1nc2ccccc2o1	·	3	-13	1492	4	-2	0.9	6	12	110	1
Cc1ccc(NC(=O)CCNS(=O)(=O)c2cccc3nonc23)cc1Cl	0.2	11	3	1576	4	8	0.9	6	9	98	1.1
Cc1cc(=O)n2[nH]c(-c3ccccc3Cl)cc2n1	·	-27	-9	1569	9	-3	1	-1	-3	110	1
O=C(COC(=O)[C@@H]1CC(O)CN1S(=O)(=O)c1ccc2c(c1)OCCO2)Nc1ccccc1F (stereo partly specified)	-0.58	3	-1	1659	8	6	1	4	-1	105	1
CC(C)c1nc2sc3c(=O)[nH]cnc3c2c2c1CCC2	2.3	4	6	1522	2	-1	1	-1	-3	96	1
O=C(Cn1c(=O)oc2ccccc21)NC(=O)NCc1ccco1	-0.094	6	-4	1621	-3	-1	1	-5	-2	104	1
O=C(CSCc1ccc([N+](=O)[O-])cc1)NC1CC1	-0.38	15	-4	1702	4	5	1	3	2	102	1.1
CCOC1=NN(c2ncc(C(F)(F)F)cc2Cl)C(=O)/C1=C/N(C)C	0.071	6	-1	1403	-7	1	1	-6	0	102	1
CCOc1ccc(-c2nnc(N)s2)cc1	·	-14	6	1446	5	-5	1	-5	-2	99	1.1
Cc1ccc(N=C2NC(=O)c3cccc([N+](=O)[O-])c32)cc1	·	-20	8	1557	-1	-2	1	-1	2	92	0.9
O=C(CSCc1ccccc1)Nc1cccc(C(=O)Nc2ccccc2C(=O)O)c1	·	2	4	1534	4	0	0.9	0	6	101	1
Nc1cc(-c2ccccc2)nn1Cc1ccc(Cl)cc1	-0.33	-3	49*	1578	9	4	0.8	1	24	64	1
Cn1cc(-c2cccc(Cl)c2)cc(C#N)c1=O	1.2	6	12	1538	-1	-3	1.1	-1	-9	92	1
O=S(=O)(c1ccc(N2CCCCCC2)nc1)N1CCCC1	0.95	-3	1	1494	-2	-2	0.9	-4	7	106	1
CCOc1ccccc1C(=O)NC1CC2CCCC(C1)N2Cc1nnnn1Cc1ccco1 (stereo unspecified)	-0.31	-1	1	1642	7	9	1	8	4	102	1
COC(=O)C(CC(C)C)NC(=O)CSc1nc(-c2ccccc2)c(C#N)c(=O)[nH]1 (stereo unspecified)	-0.69	4	9	1858	6	7	0.9	18	7	96	1
COc1ccccc1C(=O)N1CCN(CCc2ccccc2)CC1	0.26	2	-2	1501	-1	3	1	11	0	104	1.1
Cc1ccsc1C(=O)OC1CCOC1=O (stereo unspecified)	·	0	6	1613	7	13	0.9	-2	5	101	1.1
CC(=O)NC(CC(=O)N(C)Cc1c(F)cccc1Cl)c1ccccc1 (stereo unspecified)	-0.26	2	-1	1493	-9	1	1	-4	-4	103	1.1

Random draw from the library. Share with any hit: about 3.7%.
